CAL PDZ FP-1: untagged CAL PDZ binding inhibitors, primary screen, biochemical, fluorescence polarization, HTS. AID 602252, 2012. Golgi-associated PDZ and coiled-coil motif-containing protein (Homo sapiens), Q9HD26. inhibition, % at 24.9 µM. purified CAL PDZ, TMR-peptide fluorescence polarization, 1 h. 300,000 tested, 0.92% active;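 active means mean inhibition of at least 30% with at least half of replicates also reaching 30%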;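 further: 0% = DMSO neutral control and 100% = excess unlabeled competitor peptide PRC23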
Keap1-Nrf2 PPI: Keap1-Nrf2 protein-protein interaction inhibitors, primary screen, biochemical, fluorescence polarization, single point | Kelch-like ECH-associated protein 1 (Homo sapiens), Q14145 | Keap1 Kelch-Nrf2 peptide fluorescence polarization, 1536-well | inhibition, % at 9.4 µM | 340,000 tested, 0.15% active | AID 504523, 2011; in the data active means inhibition above about 12%;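 further: human Keap1 Kelch domain with fluorescein labeled Nrf2 9mer peptide probe; 0% = neutral control wells and 100% = peptide positive control; higher means more block of Keap1 binding to Nrf2 peptide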
Arrestin-AP2 inh: inhibitors of beta-arrestin/AP2 binding, primary screen, biochemical, GPCR trafficking, flow cytometry | beta-arrestin 1 C-terminal peptide binding to AP2 beta2-adaptin appendage (human) | FITC-arrestin peptide / GST-AP2 beads; AP2 beta2 appendage carries R879A mutation | inhibition, % at 10 µM | 340,000 tested, 0.31% active | AID 504490, 2011;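 active means inhibition above a set limit, near 3 SD of compounds lacking own fluorescence, cut at about 54% in these data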;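 further: plate controls were DMSO wells for no effect and 5 µM unlabelled arrestin peptide for full effect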
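Material – AP2 appendage R879A on GSH beads · Buffer or medium – PBS with 0.05% Tween 20 and 0.1% BSA · Probe or stimulus – fluorescein-tagged arrestin peptide at 50 nM final · Incubation – compound with beads 12 min RT, then probe 1 h RT · Detection – high-throughput flow cytometry of beads, ex 488, em 535 nm · Evaluation – percent response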
DSG3 Ab inh: inhibitors of pemphigus antibody binding to DSG3, primary screen, biochemical, bead-based, flow cytometry, scFv-GFP; Desmoglein-3 (Homo sapiens), P32926; DSG3-coupled beads, scFv-anti-DSG3-GFP binding; active compounds read low; binding (percent of control), % at 10 µM; 310,000 tested, 0.48% active;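 active means binding more than 3 SD below its plate's average and above zero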;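 further: hits lower antibody fragment binding to DSG3; some compounds called inactive have numbers as strong as hits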
C-LANA FP: inhibitors of KSHV C-LANA binding to DNA, primary screen, biochemical, fluorescence polarization, FAM-LBS DNA, MBP-C-LANA, single point | 340,000 tested, 0.078% active | Kaposi's sarcoma herpesvirus LANA C-terminal domain (residues 932-1162) DNA binding | inhibition, % at 9 µM;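 active means highest replicate inhibition at or above 60% at 9 µM, even if other replicates fall short; inactive means all replicates below 60% inhibition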;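 further: 0% = neutral control wells and 100% = 4 µM acridine orange control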
RTF Ca sens inh: cardiac RTF calcium sensitivity inhibitors, primary screen, biochemical, IANBD-TnC fluorescence, EC70 calcium. 340,000 tested, 0.12% active. Troponin I, cardiac muscle (Homo sapiens) + Troponin T, cardiac muscle (Homo sapiens) + …. inhibition, % at 7.15 µM. IANBD-labeled cardiac RTF, Ca2+ fluorescence;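 active means inhibition above the mean inhibition of all tested compounds plus 3 SD, cut at about 17% in these data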;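 further: assay run at fixed EC70 calcium of 1.6 mM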
CAL PDZ FP-2: CAL PDZ peptide-binding inhibitors, primary screen, biochemical, fluorescence polarization, Cer-tagged CAL PDZ, HTS | inhibition, % at 20 µM | AID 504414, 2011 | 330,000 tested, 0.02% active | purified CAL PDZ, TMR-peptide fluorescence polarization, 1 h;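 active means highest replicate inhibition of at least 40%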;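 further: plate controls were DMSO neutral control wells for no effect and unlabeled competitor peptide control wells for full effect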
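Assay system – tagged CAL PDZ protein CerCALP, purified · Timing – 1 h at RT · Compound – single point, 20 µM · Measured by – fluorescence polarization from S- and P-plane intensities, G-factor corrected · Evaluation – inhibition from polarization loss · Probe or stimulus – TMR reporter peptide T*-PRC34 · Buffer or medium – pH 7.4 phosphate-saline buffer, reducing agent, detergent, IgG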
V-ATPase pHluor: regulators of yeast V-ATPase proton pumping, primary screen, pHLuorin cytosolic pH fluorescence. response, % at 10 µM. 350,000 tested, 0.37% active. S. cerevisiae; in the data active means response mostly above about 7.3%, no sharp cut-off; inactive means mostly below about 5.4%; further: actives read high; inactives centre near 0; some compounds called inactive have numbers as strong as hits; reference of the scale not given here
DAGLB inh: DAGLB lipase inhibitors, primary screen, biochemical, fluorescence, HTS | Diacylglycerol lipase-beta (Homo sapiens), Q8NCG7 | 340,000 tested, 0.059% active | HEK293T DAGLB membrane lysate, EnzChek fluorogenic substrate | inhibition, % at 5.17 µM; in the data active means inhibition above about 34%;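 further: 0% = enzyme with vehicle and 100% = wells lacking enzyme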
NSD2 inh: NSD2 histone methyltransferase inhibitors, primary screen, biochemical, AlphaScreen, single concentration, set 2; inhibition, % at 12.5 µM; NSD2 peptide methylation, 120 min; AID 743445, 2014; Histone-lysine N-methyltransferase NSD2 (Homo sapiens), O96028; 310,000 tested, 0.54% active; in the data active means inhibition above about 50%
Target sequence (O96028 whole entry, looked up): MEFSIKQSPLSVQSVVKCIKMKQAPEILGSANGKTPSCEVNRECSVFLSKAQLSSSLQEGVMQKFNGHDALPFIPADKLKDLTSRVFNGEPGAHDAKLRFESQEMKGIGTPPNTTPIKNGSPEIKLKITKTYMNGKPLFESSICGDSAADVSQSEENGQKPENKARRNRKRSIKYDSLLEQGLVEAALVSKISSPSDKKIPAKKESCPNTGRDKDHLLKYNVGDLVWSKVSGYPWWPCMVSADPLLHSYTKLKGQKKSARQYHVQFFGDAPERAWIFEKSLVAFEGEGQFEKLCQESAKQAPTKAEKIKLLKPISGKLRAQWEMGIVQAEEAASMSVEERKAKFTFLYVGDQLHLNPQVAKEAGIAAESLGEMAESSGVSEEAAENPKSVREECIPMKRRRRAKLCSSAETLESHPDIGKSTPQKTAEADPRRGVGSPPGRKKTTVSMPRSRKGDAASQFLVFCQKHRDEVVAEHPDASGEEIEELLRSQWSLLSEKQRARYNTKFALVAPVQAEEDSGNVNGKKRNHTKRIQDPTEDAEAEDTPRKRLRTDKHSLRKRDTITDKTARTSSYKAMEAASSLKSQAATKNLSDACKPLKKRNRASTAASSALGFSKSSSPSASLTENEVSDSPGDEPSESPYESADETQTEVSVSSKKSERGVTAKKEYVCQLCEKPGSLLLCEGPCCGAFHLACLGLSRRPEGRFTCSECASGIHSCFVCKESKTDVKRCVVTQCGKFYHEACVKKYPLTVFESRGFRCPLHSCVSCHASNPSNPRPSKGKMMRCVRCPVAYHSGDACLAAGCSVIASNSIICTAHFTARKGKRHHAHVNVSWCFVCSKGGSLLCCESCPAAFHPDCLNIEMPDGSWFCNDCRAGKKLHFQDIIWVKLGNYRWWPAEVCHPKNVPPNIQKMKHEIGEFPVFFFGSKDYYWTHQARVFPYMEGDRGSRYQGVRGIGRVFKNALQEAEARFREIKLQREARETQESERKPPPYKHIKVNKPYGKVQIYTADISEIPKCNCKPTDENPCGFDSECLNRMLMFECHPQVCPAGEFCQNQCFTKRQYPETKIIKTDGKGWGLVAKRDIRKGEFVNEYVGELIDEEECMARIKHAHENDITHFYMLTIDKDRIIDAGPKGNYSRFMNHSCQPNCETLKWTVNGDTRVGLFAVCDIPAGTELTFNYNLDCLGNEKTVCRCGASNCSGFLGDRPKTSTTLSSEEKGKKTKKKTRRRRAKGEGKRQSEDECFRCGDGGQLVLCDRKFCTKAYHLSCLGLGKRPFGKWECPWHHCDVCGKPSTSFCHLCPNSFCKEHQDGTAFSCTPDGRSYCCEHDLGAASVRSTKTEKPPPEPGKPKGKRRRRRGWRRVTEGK
Numbers without * were called inactive; x = not tested or not shown.

SMILES	CAL PDZ FP-2	DAGLB inh	Arrestin-AP2 inh	NSD2 inh	CAL PDZ FP-1	DSG3 Ab inh	RTF Ca sens inh	C-LANA FP	V-ATPase pHluor	Keap1-Nrf2 PPI
OCCC1CN(Cc2nc3c(s2)CCCC3)CCN1Cc1ccccc1 (stereo not given)	-0.5	-1	16	1	0	99	-1	0.3	5	-4
COCCNC(=O)COC(=O)c1ccc(OCC(=O)Nc2ccccc2OC)c(OC)c1	-2.4	2	15	1	4	102	-3	1.0	-3	1
Cc1cc(C)cc(C(=O)Nc2ccc(N3CCCC3)cc2)c1	-1.2	10	3	3	0	91	-7	0.5	4	-3
O=S(=O)(Nc1ccccc1)N1CCCCC1	0.8	-2	-3	-3	-5	127	2	1.3	-1	-1
COCC(C)NC(=O)C1CC(c2cccc(Br)c2)=NO1 (stereo not given)	x	0	2	-5	1	107	4	2.5	-4	-3
c1n[nH]c(NC2=NCCC2)n1	-3.3	3	-4	4	3	x	-10	0.2	0	-8
CCNc1ccc(C(=O)OCC(=O)Nc2cc(C)on2)cc1[N+](=O)[O-]	0.5	2	11	9	4	101	-2	-0.4	3	-2
CC(=O)c1cc2c(cc1NC(=O)CN1CCCCCC1)OCO2	-2.7	-3	-2	-3	2	103	12	-0.9	-2	-1
Cc1ccc(Cl)cc1N1CCN(C(=S)NCCc2ccccc2)CC1	-0.5	-9	3	-5	-4	101	-2	-1.1	-3	-2
O=C(c1ccc2c(c1)OCO2)N1CCC2(CC1)Oc1ccc(Cl)cc1C(=O)C21CC(c2ccccc2)=NO1 (stereo not given)	0.0	-2	1	x	-2	103	-1	0.3	4	-5
NS(=O)(=O)c1cccc(NC(=O)CN2CCC(Cc3ccccc3)CC2)c1	-1.6	1	-5	1	-5	115	-2	1.0	-1	1
CCC(C)NC(=O)C(=O)NCc1ccncc1 (stereo not given)	-1.1	2	-5	-2	-2	91	-9	2.0	-5	-9
O=C(O)C1CCCCC1C(=O)Nc1ccccc1Cl (stereo not given)	-0.5	1	-3	0	1	103	-10	-1.4	3	2
OCCCC1CCCCN1Cc1nc(Cc2ccccc2Cl)no1 (stereo not given)	-4.1	0	12	-8	-6	113	-3	x	-4	x
CCN(Cc1ccccc1)S(=O)(=O)c1ccc(C(=O)N2CCN(c3nc4ccccc4s3)CC2)cc1	0.3	1	18	-3	1	85	-22	-0.6	0	6
O=C(Nc1ccc(Cl)cc1)c1cccc(NC2=NC3CS(=O)(=O)CC3S2)c1 (stereo not given)	-1.4	1	9	x	x	101	5	-1.1	2	-3
COc1ccc(C)cc1NS(=O)(=O)c1ccc(-c2cnc(C3CC3)o2)cc1	-0.5	2	-3	2	-5	107	-8	0.7	0	-1
COC(=O)c1ccc(NC(=O)c2ccc3nsnc3c2)cc1	-2.1	-4	34	-5	2	x	4	1.4	6	-1
COC(=O)C1=C(Nc2ccc(OC)cc2)C=C(C)C(C(=O)OC)C1c1ccc(C)cc1 (stereo not given)	-0.3	-8	13	2	-4	105	-7	-1.5	-1	-2
CNC(=S)N1C2CCCC1CC(NC(=O)c1ccc(F)cc1)C2 (stereo not given)	-0.5	0	4	1	-5	118	0	1.9	-4	1
CCN(CC)CCCN(Cc1cc2cc3c(cc2[nH]c1=O)OCO3)C(=S)NC	-0.1	-2	36	31	-4	99	-2	-3.2	-1	2
Cc1cccc(N2CCN(C(=O)NCc3ccc(F)cc3)CC2)c1C	-1.1	-10	1	-2	-2	97	-6	-1.7	0	-3
Cc1nc(-c2ccc(Cl)cc2)sc1C1(C)CC(c2ccncc2)=NO1 (stereo not given)	-0.3	-6	-8	x	-4	99	1	-7.0	7	3
O=C(Oc1ccccc1)N1CCCC1	-1.5	-2	-5	10	-2	104	1	-0.8	5	-6
O=C(O)/C=C/C(=O)Nc1ccc(N2CCOCC2)nc1N1CCOCC1	-0.4	-4	9	x	-4	114	-6	2.8	-1	2
COc1ccc(CCNC(=O)COC(=O)c2cc3ccccc3oc2=O)cc1OC	-3.4	1	25	-3	3	x	-5	0.3	6	5
COc1cccc(CN(C)C(=O)c2ccc3c(=O)n4c(nc3c2)CCC4)c1	-1.6	2	8	2	-5	103	-14	-0.2	9	-2
C/C=C(/C)C(=O)O[C@@H]1c2c(ccc3ccc(=O)oc23)O[C@@H]1C(C)(C)OC(=O)/C(C)=C\C	-1.0	-8	3	x	2	100	-12	-3.3	-1	3
C=CCNC(=S)NC(CC(=O)OC)c1ccc2c(c1)OCO2 (stereo not given)	-0.2	2	9	-3	0	112	11	-0.4	-4	-1
Cc1cc(C(=O)CCC(=O)Nc2cccc(F)c2)c(C)s1	x	-4	x	0	x	102	x	x	-3	x
COc1ccc(Cl)cc1NC(=O)CSc1nc(=O)n(CCN(C)C)c2c1CCCC2	-3.0	-1	-3	6	3	105	3	-1.7	0	1
CCCc1c(OCCCCc2nn[nH]n2)ccc(C(C)=O)c1O	-2.6	7	9	x	-4	104	6	1.5	0	-3
COCCNC(=O)C(c1cccs1)N(Cc1cccs1)C(=O)Cn1nnc2ccccc21 (stereo not given)	0.2	-2	4	5	-8	x	-4	-1.0	1	-4
Cc1c(C(=O)N2CCCCC2)c(S(=O)(=O)N2CCC(C)CC2)c(C)n1C	-1.0	0	-6	25	75*	x	-3	1.4	-1	-6
Cc1cc2nccc(-c3ccccn3)n2n1	-0.7	-1	-14	x	-7	115	-6	6.8	-5	0
O=C(Cc1ccc(F)cc1)Nc1ccccc1N1CCCC1	-2.4	3	52	0	1	112	2	-1.6	3	2
CCNC(=S)NNc1nncc2ccccc12	-2.3	0	-23	5	0	102	4	-2.5	3	-3
CC(C)(C)OC(=O)N1CCC(C(=O)Nc2cccc(C(=O)NCc3ccccc3)c2)CC1	-0.6	-2	-9	x	-7	102	-4	3.2	-3	2
CS(=O)(=O)NCCNc1ccc(Cl)cc1[N+](=O)[O-]	-1.6	4	8	3	-3	92	4	-1.1	-1	-4
Cc1nc(-c2ccccc2)cn2c1nc1ccccc12	-5.2	-2	9	-4	-1	102	-4	-0.2	1	-2
CC(=O)Nc1ccc(S(=O)(=O)NNC(=O)c2ccc([N+](=O)[O-])cc2)cc1	0.3	0	-5	-1	-3	130	4	-2.8	3	0
COc1ccc(-n2c(N3CCN(C)CC3)nc3sc4c(c3c2=O)CCCCC4)cc1	-0.9	-1	5	8	0	102	-4	3.8	-3	-2
CCOC(=O)C(NC(C)=O)(Nc1ccc(S(=O)(=O)Nc2cc(C)nc(C)n2)cc1)C(F)(F)F (stereo not given)	-3.0	-2	-3	2	0	103	0	-0.8	-5	-2
COc1ccccc1C(=O)NCC(=O)OCc1nnc(-c2ccccc2)o1	x	1	x	-1	x	96	x	x	4	x
N#CCCN(Cc1ccccc1)C(=O)Nc1ccc2c(c1)CCO2	-0.4	-2	42	-2	0	113	3	1.2	1	0
CCCOc1ccc(N2C(=O)CC(N(Cc3ccccc3)N=O)C2=O)cc1 (stereo not given)	x	x	5	-4	x	105	x	x	2	x
Cc1ccc(C2CC(c3ccc(Cl)cc3)=NNC2=O)cc1 (stereo not given)	-0.5	-1	-3	2	-2	101	-8	0.5	1	-6
S=C(Nc1ccc(Cl)c(Cl)c1)N1CCN(c2ccccn2)CC1	-0.4	-1	9	-1	x	108	-12	-2.3	0	3
O=C(CCCn1cncn1)N1CCCC(N2CCN(c3ccccc3F)CC2)C1 (stereo not given)	-1.4	1	-3	2	0	x	1	3.0	-1	-3
Cc1nnc(SCC(=O)Nc2cc(C(N)=O)cc(C(N)=O)c2)n1-c1ccccc1	-1.1	-4	29	x	-3	102	1	0.5	0	-4
COc1cc(NCc2ccccc2O)c2ncccc2c1	1.5	-1	4	-1	17	81	-5	0.5	-1	3
COc1cc(CCN2C(=O)c3cccc4cccc(c34)C2=O)c(S(=O)(=O)N2CCC(C)CC2)cc1OC	-0.6	0	2	2	-3	x	2	-1.4	-3	-4
CC(=O)Nc1ccc(C(=O)OCC(=O)/C(C#N)=C(\C)N)cc1	-1.2	-3	22	74*	-4	98	-4	0.8	2	-1
Cc1ccc(-c2nc(NCc3ccc(F)cc3)n(S(C)(=O)=O)n2)cc1	0.0	-6	7	-1	-5	107	0	-1.8	1	-4
O=C(c1ccco1)N1CCN(C(=O)N2CCCC2)CC1	0.4	-2	25	-2	-1	94	6	0.2	-4	3
O=C(CCc1nnc2ccc(NCc3ccco3)nn12)Nc1cccc(F)c1	-2.8	3	8	25	-3	116	-1	0.3	-1	1
O=C(NCC1CCCO1)c1onc(CSc2ccc(F)cc2)c1C(=O)O (stereo not given)	-0.5	-2	24	x	-1	96	3	0.8	10	2
O=C(N/N=C/c1ccccn1)c1cc(-c2ccccc2Cl)n[nH]1	-4.1	0	3	1	x	99	4	0.3	-3	-2
COc1ccc(OC)c(NC(=O)CCCNC(=O)Cn2cnc3sc(C)c(C)c3c2=O)c1	-1.9	1	-1	0	-1	x	-3	-0.2	-4	-8
CCN(CC)S(=O)(=O)c1ccc(Cl)c(NC(=O)COC(=O)c2c(C)noc2C)c1	-1.1	-1	25	5	-6	107	-21	2.0	-6	1
COc1ccc(C(CCN2CCCCC2)c2c(O)cc(OC)cc2OC)cc1 (stereo not given)	-0.5	-4	7	x	-5	99	-24	-2.2	-3	-3
N#Cc1ccc(OCC(=O)N2CCN(S(=O)(=O)c3cccc(Cl)c3)CC2)cc1	-1.1	-3	-2	-2	-3	97	-7	-1.9	1	-3

Only part of the results is shown, so the mix of outcomes need not match the whole.
